High-throughput results from PubChem.
P. falciparum M1AAP: P. falciparum M1AAP inhibitors, biochemical, fluorogenic H-Leu-NHMec substrate, 1536-well (AID 1445); Aminopeptidase N (Plasmodium falciparum (isolate 3D7)); recombinant M1AAP, H-Leu-NHMec fluorogenic kinetic assay; higher % means a stronger effect; one-dose inhibition, % at 30 µM; IC50 in µM for titrated hits; 0.42% of 220,000 active;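 active = primary inhibition above the hit cutoff, then over 50% inhibition at one or more dose response concentrations, cut at about 23% in these data, passing the limit was not always enough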;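 note: plate controls were DMSO full reaction for no effect and no enzyme background for full effect; strong numbers were not always called active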
P. falciparum M17LAP: P. falciparum M17LAP inhibitors, primary screen, biochemical, fluorogenic H-Leu-NHMec substrate, 1536-well (AID 1619). inhibition, % at 30 µM, or IC50 in µM where a hit was titrated. Leucine aminopeptidase (Plasmodium falciparum (isolate 3D7)). recombinant M17LAP, H-Leu-NHMec fluorogenic kinetic assay; higher % means a stronger effect. 0.38% of 220,000 active;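 active = compound inhibiting the enzyme by more than half at any dose during confirmatory dose-response retesting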;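 note: plate controls were full reaction with DMSO carrier for no effect and no enzyme background for full effect; strong numbers were not always called active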
XIAP antagonists: XIAP antagonists, biochemical, IAP family, fluorescence polarization (AID 1018); E3 ubiquitin-protein ligase XIAP (Homo sapiens); one-dose displacement, % at 20 µM; IC50 in µM for titrated hits; 0.007% of 200,000 active; XIAP BIR domain, fluorescence polarization peptide displacement; higher % means a stronger effect; in the data active = displacement above about 50%; note: a part of the inactive calls stands beside numbers as strong as those of hits
SIAH1 antagonists: Siah-1 peptide-binding antagonists, primary screen, biochemical, fluorescence polarization, rhodamine-plectin, uHTS (AID 1817); Siah-1 / rhodamine-plectin peptide fluorescence polarization; higher % means a stronger effect; displacement, % at 20 µM, or IC50 in µM where a hit was titrated; 0.02% of 290,000 active;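 active = displacement of at least 50% at 20 µM, with a fluorescence ratio check between 0.3 and a set limit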;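 note: plate controls were Siah plus tracer with DMSO for no effect and tracer alone without Siah for full effect; strong numbers were not always called active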
human PMI inhibition: inhibitors of human PMI, primary screen, biochemical, fluorescence intensity, coupled assay (AID 1209). 0.42% of 190,000 active. purified PMI enzyme, coupled fluorescence intensity; higher % means a stronger effect. Mannose-6-phosphate isomerase (Homo sapiens). inhibition, % at 20 µM, or IC50 in µM where a hit was titrated;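 note: plate controls were DMSO vehicle for no effect and wells lacking substrate for full effect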
human PMI inhibitors: human PMI inhibitors, high substrate, primary screen, biochemical, fluorescence intensity, high mannose 6-phosphate (AID 1220) | recombinant PMI enzyme, coupled fluorescence intensity; higher % means a stronger effect | Mannose-6-phosphate isomerase (Homo sapiens) | inhibition, % at 20 µM, or IC50 in µM where a hit was titrated | 0.66% of 190,000 active
AID2073: inhibitors of Mint1-CaV2.2 protein interaction, biochemical, HTRF (AID 2073) | Voltage-dependent N-type calcium channel subunit alpha-1B (Homo sapiens) | HTRF protein-protein interaction, Mint1-CaV2.2; higher % means a stronger effect | one-dose inhibition, % at 20 µM; IC50 in µM for titrated hits | 0.19% of 290,000 active; in the data active = inhibition mostly above about 51%, no sharp cut-off; note: some results filed as inactive read as strong as hits
LYP inhibition: inhibitors of LYP phosphatase, biochemical, fluorescence intensity, uHTS (AID 1779); recombinant LYP phosphatase, fluorescence intensity; higher % means a stronger effect; one-dose inhibition, % at 11.5 µM; IC50 in µM for titrated hits; 0.054% of 290,000 active; Tyrosine-protein phosphatase non-receptor type 22 (Homo sapiens);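 note: plate controls were vehicle with enzyme for no effect and no enzyme for full effect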
Dynein cargo inh: inhibitors of GR-EGFP nuclear translocation, primary screen, dynein cargo transport inhibitor project, imaging, high-content, 3617.4 mouse cells; test concentration mostly 20 µM; stimulated with dexamethasone, 1 µM; stronger effect = lower value; z-score, hits read low; 0.47% of 220,000 active;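 active = plate z-score of nuclear minus cytoplasmic receptor signal below a set negative limit, without overly bright fluorescence or cell loss, cut at about -3.5 in these data, passing the limit was not always enough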;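 note: z-score of nuclear minus cytoplasmic ring GR-EGFP intensity difference per well; some compounds called inactive have numbers as strong as hits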
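Buffer or medium – tet-free medium with charcoal-stripped serum · Signal – automated 10x imaging of fixed Hoechst-stained cells · Also added – dexamethasone agonist, 1.0 µM final, for 30 min · Incubation – induction 48 h, compound 1 h, agonist 30 min · Read-out – GR-EGFP nuclear translocation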
Dynein cargo inh cytoplasmic EGFP: further read-out of Dynein cargo inh, marked with its call; z-score; measured here: cytoplasmic GR-EGFP intensity; stronger effect = higher value
Dynein cargo inh nuclear GR-EGFP: also measured in Dynein cargo inh; calls as there; z-score; measured here: nuclear GR-EGFP intensity;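 lower value marks the stronger effect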
Dynein cargo inh cell count: second read-out of Dynein cargo inh, no call of its own (marks repeat the call); z-score; measured here: cell count per field
* hit, by the source's call. Cut-off read from the data, not from the text of the source, unless noted: active = inhibition above about 50%; inactive = the rest.

Cc1ccc(N=Nc2ccc(C)cc2NC(=O)Nc2ccccc2F)cc1 was read as P. falciparum M1AAP 0.3%, P. falciparum M17LAP -1.8%, SIAH1 antagonists 4.0%, AID2073 16.4%, LYP inhibition 2.3%, Dynein cargo inh -0.28, Dynein cargo inh cytoplasmic EGFP -0.206, Dynein cargo inh nuclear GR-EGFP -0.192 and Dynein cargo inh cell count 0.0661.
For Cn1c(NNC(=O)c2ccccc2F)cc(=O)n(C)c1=O the results were P. falciparum M1AAP 0.8%, P. falciparum M17LAP 2.8%, SIAH1 antagonists -0.7%, AID2073 -6.9%, LYP inhibition -5.4%, Dynein cargo inh -0.638, Dynein cargo inh cytoplasmic EGFP 0.088, Dynein cargo inh nuclear GR-EGFP 0.143 and Dynein cargo inh cell count 0.0931.
CC(C)(C)N(NC(=O)OCc1ccccc1)C(=O)c1ccccc1Cl was read as P. falciparum M1AAP 1.5%, P. falciparum M17LAP -7.5%, XIAP antagonists 1.5%, SIAH1 antagonists -3.8%, human PMI inhibition -7.4%, human PMI inhibitors -4.9%, AID2073 8.9%, LYP inhibition -0.1%, Dynein cargo inh 0.185, Dynein cargo inh cytoplasmic EGFP -0.256, Dynein cargo inh nuclear GR-EGFP 0.215 and Dynein cargo inh cell count 0.899.
Screening CCOC(=O)c1[nH]ncc1CN1CCCC(C(=O)c2cc(Cl)ccc2OC)C1 (stereo unspecified) returned P. falciparum M1AAP 1.0%, P. falciparum M17LAP -16.8%, XIAP antagonists 1.5%, SIAH1 antagonists -4.5%, human PMI inhibition 10.3%, human PMI inhibitors 5.6%, AID2073 -1.7%, LYP inhibition -0.7%, Dynein cargo inh 0.0328, Dynein cargo inh cytoplasmic EGFP 0.119, Dynein cargo inh nuclear GR-EGFP -0.00873 and Dynein cargo inh cell count 0.252.
Screening COCCN1C(=O)c2ccccc2C(C(=O)NCCN(C)C)C1c1ccc(F)cc1 (stereo unspecified) returned P. falciparum M1AAP -10.8%, P. falciparum M17LAP 10.5%, XIAP antagonists -4.9%, SIAH1 antagonists -1.7%, human PMI inhibition -4.4%, human PMI inhibitors -3.1%, AID2073 -10.6%, LYP inhibition -6.1%, Dynein cargo inh -0.132, Dynein cargo inh cytoplasmic EGFP -0.101, Dynein cargo inh nuclear GR-EGFP 0.157 and Dynein cargo inh cell count -0.137.
`Cc1ccc(S(=O)(=O)N/N=C\C=C\c2ccccc2)cc1` gave P. falciparum M1AAP 4.3%, P. falciparum M17LAP 12.7%, XIAP antagonists -0.9%, SIAH1 antagonists -1.5%, human PMI inhibition -3.2%, human PMI inhibitors -7.0%, AID2073 7.5%, LYP inhibition 1.9%, Dynein cargo inh -0.436, Dynein cargo inh cytoplasmic EGFP -0.176, Dynein cargo inh nuclear GR-EGFP 0.148 and Dynein cargo inh cell count -0.274.
CCN(CC)C(=O)C1CCCN(c2ccc([N+](=O)[O-])cc2/C=N/NC(=O)c2ccccc2)C1 (stereo unspecified) was read as P. falciparum M1AAP 6.8%, P. falciparum M17LAP 13.5%, XIAP antagonists -6.3%, SIAH1 antagonists 4.2%, human PMI inhibition -2.2%, human PMI inhibitors -11.3%, AID2073 -1.1%, LYP inhibition 1.7%, Dynein cargo inh 0.154, Dynein cargo inh cytoplasmic EGFP -0.308, Dynein cargo inh nuclear GR-EGFP -0.262 and Dynein cargo inh cell count 0.305.
CSC1=C(C#N)C(CC(C)C)C2=C(CCCC2=O)N1 (stereo unspecified) was read as P. falciparum M1AAP 14.0%, P. falciparum M17LAP 0.1%, XIAP antagonists -0.5%, SIAH1 antagonists 1.1%, human PMI inhibition -6.8%, human PMI inhibitors 0.0%, AID2073 2.2%, LYP inhibition -8.8%, Dynein cargo inh -0.765, Dynein cargo inh cytoplasmic EGFP -0.168, Dynein cargo inh nuclear GR-EGFP -0.168 and Dynein cargo inh cell count 0.252.
For CCOC(=O)C1=C(O)C(=O)N(c2ccc(S(N)(=O)=O)cc2)C1c1ccccc1 (stereo unspecified) the results were P. falciparum M1AAP 5.6%, P. falciparum M17LAP 17.2%, XIAP antagonists -6.2%, SIAH1 antagonists 3.0%, human PMI inhibition 9.8%, human PMI inhibitors -12.3%, AID2073 14.2%, LYP inhibition 2.5%, Dynein cargo inh 1.34, Dynein cargo inh cytoplasmic EGFP -0.249, Dynein cargo inh nuclear GR-EGFP -0.0788 and Dynein cargo inh cell count 0.342.
For COc1ccc(CCNC(=O)CSc2ncnc3c2oc2ccccc23)cc1OC the results were P. falciparum M1AAP 2.7%, P. falciparum M17LAP 9.5%, XIAP antagonists 0.0%, SIAH1 antagonists -0.9%, human PMI inhibition -7.4%, human PMI inhibitors 1.4%, AID2073 11.0%, LYP inhibition -5.4%, Dynein cargo inh 0.231, Dynein cargo inh cytoplasmic EGFP -0.204, Dynein cargo inh nuclear GR-EGFP 0.157 and Dynein cargo inh cell count 0.341.
CC1CN(C(=O)CCN2C(=O)c3ccccc3C2=O)CC(C)O1 (stereo unspecified) was read as P. falciparum M1AAP -3.0%, P. falciparum M17LAP 12.4%, XIAP antagonists -4.9%, SIAH1 antagonists 0.9%, human PMI inhibition -13.0%, human PMI inhibitors -9.4%, AID2073 -2.9%, LYP inhibition -5.6%, Dynein cargo inh -0.335, Dynein cargo inh cytoplasmic EGFP -0.233, Dynein cargo inh nuclear GR-EGFP -0.311 and Dynein cargo inh cell count 1.15.
For CCO[C@H]1OC(C(=O)NC2CC2)=C[C@@H](c2c[nH]c3ccccc23)[C@@H]1CCCO the results were P. falciparum M1AAP 5.0%, P. falciparum M17LAP -4.8%, SIAH1 antagonists 4.0%, AID2073 7.0%, LYP inhibition -9.4%, Dynein cargo inh -0.897, Dynein cargo inh cytoplasmic EGFP -0.686, Dynein cargo inh nuclear GR-EGFP -0.184 and Dynein cargo inh cell count -0.0658.
`CC(=O)Nc1ccc(NC(=S)NC(=O)c2ccc([N+](=O)[O-])cc2)cc1` gave P. falciparum M1AAP 17.4%, P. falciparum M17LAP 8.1%, XIAP antagonists -1.2%, SIAH1 antagonists 6.3%, human PMI inhibition -11.2%, human PMI inhibitors 2.9%, AID2073 -13.1%, LYP inhibition -1.3%, Dynein cargo inh 1.07, Dynein cargo inh cytoplasmic EGFP -0.205, Dynein cargo inh nuclear GR-EGFP 0.747 and Dynein cargo inh cell count -0.487.
For Cc1ccc(C2(c3noc(CN4CCOCC4)n3)CCCC2)cc1 the results were P. falciparum M1AAP -9.7%, P. falciparum M17LAP 0.0%, XIAP antagonists -2.7%, SIAH1 antagonists -0.7%, human PMI inhibition 1.9%, human PMI inhibitors -3.0%, AID2073 6.2%, LYP inhibition -3.7%, Dynein cargo inh 0.234, Dynein cargo inh cytoplasmic EGFP -0.327, Dynein cargo inh nuclear GR-EGFP -0.0961 and Dynein cargo inh cell count 0.444.
`CCCCCn1c(CCCNC(=O)CC)nc2ccccc21` gave P. falciparum M1AAP 0.7%, P. falciparum M17LAP 5.0%, XIAP antagonists 2.1%, SIAH1 antagonists 18.1%, human PMI inhibition -3.1%, human PMI inhibitors 2.7%, AID2073 2.8%, LYP inhibition -1.1%, Dynein cargo inh -0.0432, Dynein cargo inh cytoplasmic EGFP -0.249, Dynein cargo inh nuclear GR-EGFP 0.215 and Dynein cargo inh cell count 0.581.
Screening CCC/C=N/NC(=O)CNC(=O)c1ccccc1Cl returned P. falciparum M1AAP -1.2%, P. falciparum M17LAP -0.7%, XIAP antagonists -11.0%, SIAH1 antagonists 19.3%, human PMI inhibition 7.2%, human PMI inhibitors 2.0%, AID2073 1.3%, LYP inhibition -3.4%, Dynein cargo inh 0.899, Dynein cargo inh cytoplasmic EGFP -0.086, Dynein cargo inh nuclear GR-EGFP 1.57 and Dynein cargo inh cell count -1.74.
CSCCC(NC(=O)c1cccc(S(=O)(=O)N2CCOCC2)c1)C(=O)Nc1cccc(C)c1 (stereo unspecified) was read as P. falciparum M1AAP -1.5%, P. falciparum M17LAP -1.2%, XIAP antagonists -3.6%, SIAH1 antagonists 3.0%, human PMI inhibition 8.4%, human PMI inhibitors 6.5%, AID2073 -2.3%, LYP inhibition -3.2%, Dynein cargo inh 0.473, Dynein cargo inh cytoplasmic EGFP -0.315, Dynein cargo inh nuclear GR-EGFP 0.145 and Dynein cargo inh cell count 0.354.
Screening Cc1cc(CSc2ccccc2)ccc1NC(=O)c1ccc(Cl)c([N+](=O)[O-])c1 returned P. falciparum M1AAP 13.6%, P. falciparum M17LAP -5.3%, XIAP antagonists -6.4%, SIAH1 antagonists -3.6%, human PMI inhibition -23.7%, human PMI inhibitors -30.1%, AID2073 15.3%, LYP inhibition 4.2%, Dynein cargo inh -0.207, Dynein cargo inh cytoplasmic EGFP -0.0683, Dynein cargo inh nuclear GR-EGFP -0.338 and Dynein cargo inh cell count 1.33.
Screening Nc1nnc(-c2cccc([N+](=O)[O-])c2)o1 returned P. falciparum M1AAP 0.9%, P. falciparum M17LAP 3.8%, SIAH1 antagonists -6.5%, AID2073 -7.1%, LYP inhibition -6.0%, Dynein cargo inh 2.72, Dynein cargo inh cytoplasmic EGFP -0.191, Dynein cargo inh nuclear GR-EGFP 1.26 and Dynein cargo inh cell count -1.25.
CN1CCN(c2ccc([N+](=O)[O-])c(-n3nc(-c4ccccc4)c4ccccc4c3=O)c2)CC1 was read as P. falciparum M1AAP 11.6%, P. falciparum M17LAP -1.2%, XIAP antagonists -5.0%, SIAH1 antagonists 0.0%, human PMI inhibition 2.3%, human PMI inhibitors 5.6%, AID2073 -8.2%, LYP inhibition -5.2%, Dynein cargo inh 0.711, Dynein cargo inh cytoplasmic EGFP -0.251, Dynein cargo inh nuclear GR-EGFP 0.73 and Dynein cargo inh cell count -0.305.
